Screening results from PubChem BioAssay.
SRC3 inh: human NCOA3 inhibition | Q9Y6Q9 | HEK293 GAL4-SRC3 luciferase reporter, luminescence | inhibition, % at 3.6 µM | 0.17% of 360,000 active | AID 588352;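 active = inhibition above a per-campaign cutoff, the mean of all compounds plus 3 SD, cut at about 60% in these data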;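 also: 0% = DMSO-treated cells and 100% = gossypol-treated cells at 36 µM; higher means less SRC3-driven luciferase light from the GAL4 reporter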
NOD2 RIPK2 PPI: blocks binding of human NOD2 to RIPK2; O43353; CHO BLA complementation NOD2-RIPK2, CCF4 ratio; inhibition, % at 4.98 µM; 0.38% of 360,000 active; AID 624267; in the data active = inhibition above about 21%;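 also: 0% = vehicle only and 100% = reference blocker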
TLR9-MyD88 inh: inhibitors of human TLR9-MyD88 binding; Q9NR96+Q99836; CHO BLA complementation TLR9-MyD88, CCF4 FRET ratio; inhibition, % at 4.98 µM; 0.21% of 340,000 active; AID 504734;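 active = inhibition above the mean over all tested compounds plus 3 SD, cut at about 21% in these data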;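 also: 0% = DMSO only wells and 100% = clavulanate BLA inhibitor control wells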
Target sequence (Q99836 whole entry, looked up): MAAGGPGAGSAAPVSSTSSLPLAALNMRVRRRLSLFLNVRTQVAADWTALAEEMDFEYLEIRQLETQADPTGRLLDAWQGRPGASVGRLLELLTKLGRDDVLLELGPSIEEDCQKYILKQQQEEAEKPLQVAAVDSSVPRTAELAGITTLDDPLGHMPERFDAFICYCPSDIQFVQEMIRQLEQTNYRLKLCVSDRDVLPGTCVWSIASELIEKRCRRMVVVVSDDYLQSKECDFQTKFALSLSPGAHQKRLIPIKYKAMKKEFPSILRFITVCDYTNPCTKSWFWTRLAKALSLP
Target sequence (Q9NR96 whole entry, looked up): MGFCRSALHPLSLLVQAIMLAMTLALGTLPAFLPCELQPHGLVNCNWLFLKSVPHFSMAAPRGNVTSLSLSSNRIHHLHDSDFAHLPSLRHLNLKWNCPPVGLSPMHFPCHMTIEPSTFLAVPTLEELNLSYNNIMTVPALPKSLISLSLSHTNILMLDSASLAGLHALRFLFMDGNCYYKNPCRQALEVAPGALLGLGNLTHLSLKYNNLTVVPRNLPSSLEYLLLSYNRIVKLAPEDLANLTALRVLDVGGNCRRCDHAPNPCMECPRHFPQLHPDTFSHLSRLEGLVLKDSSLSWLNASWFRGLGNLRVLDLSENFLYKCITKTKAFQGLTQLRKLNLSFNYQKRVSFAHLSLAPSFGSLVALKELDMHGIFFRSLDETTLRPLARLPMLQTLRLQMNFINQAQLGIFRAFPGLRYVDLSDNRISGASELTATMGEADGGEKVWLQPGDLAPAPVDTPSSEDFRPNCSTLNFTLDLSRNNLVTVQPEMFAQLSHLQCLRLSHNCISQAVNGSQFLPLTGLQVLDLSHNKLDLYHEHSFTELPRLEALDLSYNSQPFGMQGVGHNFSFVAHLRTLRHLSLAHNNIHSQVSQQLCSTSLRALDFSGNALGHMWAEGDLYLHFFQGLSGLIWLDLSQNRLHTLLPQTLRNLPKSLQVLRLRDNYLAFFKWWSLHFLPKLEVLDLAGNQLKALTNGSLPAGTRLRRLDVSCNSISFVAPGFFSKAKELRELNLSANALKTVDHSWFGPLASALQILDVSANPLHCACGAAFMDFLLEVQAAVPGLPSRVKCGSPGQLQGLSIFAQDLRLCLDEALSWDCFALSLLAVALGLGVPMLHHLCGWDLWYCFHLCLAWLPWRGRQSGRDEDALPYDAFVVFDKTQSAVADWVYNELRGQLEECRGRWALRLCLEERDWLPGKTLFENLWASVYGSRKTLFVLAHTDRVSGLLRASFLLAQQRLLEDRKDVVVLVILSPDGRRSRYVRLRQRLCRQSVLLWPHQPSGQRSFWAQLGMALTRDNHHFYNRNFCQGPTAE
NR5A2 inv ag: suppresses constitutive activity of human LRH-1 | 0.13% of 360,000 active | HEK293T StAR-luciferase reporter, LRH-1 transfected, 24 h | inhibition, % at 3.6 µM | O00482;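 active = inhibition above the mean inhibition of all tested compounds plus 3 SD, cut at about 73% in these data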;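 also: 0% = DMSO wells and 100% = reporter-only cells lacking LRH-1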
Vif imaging: HIV Vif inhibition. HEK293T cells, Vif self-association by quenched fluorescence, imaging, 24 h. inhibition, % at 7.49 µM. 0.35% of 340,000 active. AID 602346; in the data active = inhibition above about 50%, passing the limit was not always enough; inconclusive = no clear call, values can overlap the other calls; inactive = below about 31%; also: some results filed as inactive read as strong as hits
NCOA1 inh: human NCOA1 inhibition; 0.12% of 360,000 active; HEK293 GAL4-SRC1 luciferase reporter, luminescence; AID 588354; Q15788; inhibition, % at 3.6 µM;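 active = inhibition above the campaign mean plus 3 SD, with each screening campaign given its own cutoff, cut at about 60% in these data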;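 also: 0% = DMSO treated cells and 100% = gossypol at 36 µM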
NCOA2 inhibitor: inhibits human steroid receptor coactivator 2. Q15596. HEK293 GAL4-SRC2 luciferase reporter, luminescence. inhibition, % at 9 µM. 0.17% of 370,000 active. AID 651957;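 active = inhibition above the mean inhibition of all tested compounds plus 3 SD, set per campaign, cut at about 52% in these data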;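 also: 0% = DMSO treated cells and 100% = cells given Gossypol at 36 µM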
LMP1 NFkB inh: reduces LMP1-driven NF-kappaB luciferase signal; LMP1-induced NF-kappaB luciferase reporter cells, luminescence; inhibition, % at 12.5 µM; 0.69% of 350,000 active; AID 504558; in the data active = inhibition above about 41%; inconclusive = no clear call, values can overlap the other calls;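 also: 0% = neutral control wells and 100% = reference inhibitor control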
TROY signal inh: inhibitors of TROY-dependent NF-kB signaling; inhibition, % at 10 µM; AID 1347056; 0.98% of 360,000 active; Q293 LMP1-TROYcd NF-kB luciferase reporter, 4 h;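 active = compounds whose plate-normalised and pattern-corrected inhibition of the luciferase reporter signal at the single screening dose is 50% or more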
TRAIL sens C8: caspase-8 TRAIL sensitization; NB7+C8 cells + TRAIL, ATPlite viability luminescence; inhibition (viability loss, TRAIL sensitization), % at 10 µM; 1% of 360,000 active; AID 624354;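 active = compounds causing at least 50% loss of cell viability in the single-dose screen, relative to plate controls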
COUP-TFII inh: NR2F2 (human) inhibition, primary screen. HEK293T NGFI-A luciferase reporter, luminescence. inhibition, % at 8.6 µM. 0.7% of 370,000 active. AID 686940;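 active = inhibition above a per-plate cutoff, mean inhibition of test wells between control levels plus 3 SD, cut at about 38% in these data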;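 also: cells cotransfected with COUP-TFII expression vector driving the NGFI-A reporter; 0% = median of COUP-TF2 test wells and 100% = reporter-only cells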
An asterisk follows results filed as active; i = inactive; u = inconclusive; x = not tested or not shown. Not all compounds are listed; count on the stated rates, not on these rows.

SMILES	SRC3 inh	NOD2 RIPK2 PPI	TLR9-MyD88 inh	NR5A2 inv ag	Vif imaging	NCOA1 inh	NCOA2 inhibitor	LMP1 NFkB inh	TROY signal inh	TRAIL sens C8	COUP-TFII inh
Cc1noc(C)c1NC(=O)Nc1ccc2c(c1)C(=O)N([C@H](C)CO)C[C@H](C)[C@H](CN(C)C)O2	2.2	-1.2	3.8	-20.4	2.3	-0.9	12.7	-1.2	-6.9	5.3	10.9
CCOC(=O)c1c(N=CN(C)C)c(C#N)c2n1CCCC2	-5.8	1.0	9.1	7.5	u	-1.6	12.2	-4.0	-11.8	-4.9	-6.7
COc1ccc(NC(=O)CC2C(=O)N(C)C(=S)N2Cc2ccc3c(c2)OCO3)cc1 (stereo not drawn)	15.8	-8.5	-3.3	23.6	x	2.3	9.2	4.6	-7.3	-14.8	-12.0
CC(C)c1csc(CN2CCC(n3nccc3NC(=O)Cc3ccccc3)CC2)n1	-4.0	-4.0	-12.9	-17.2	-18.7	-6.9	-25.2	-1.3	7.2	6.3	20.4
CCC1Oc2ccc(C)cc2N(CC(=O)NCCCN2CCCC2)C1=O (stereo not drawn)	-27.6	1.9	-3.8	9.6	16.0	-3.0	11.3	-6.6	14.2	12.8	-18.9
CCCNC(=O)Cn1c(=O)n(C)c2ccccc21	0.3	-4.6	-17.1	5.6	-2.9	4.7	-17.4	-0.2	-13.5	11.8	4.4
Fc1ccc(NC(=S)Nc2cccnc2)c(F)c1F	1.8	2.5	-2.6	-11.3	4.5	-13.2	5.7	-1.3	-7.4	-7.4	-2.9
O=C(CCCSc1nc2ccccc2s1)Nc1nccs1	-10.2	0.1	4.8	-39.1	-15.5	-25.1	7.1	26.8	8.4	32.5	2.3
COc1ccc(C)cc1NS(=O)(=O)c1ccc(-c2cnc(C3CC3)o2)cc1	20.8	9.4	0.4	42.7	-3.5	13.1	51.6	14.9	39.5	6.2	-9.8
CS(=O)(=O)N1c2cccc3cccc(c23)S1(=O)=O	3.5	-6.1	5.0	10.5	7.5	-16.9	14.0	-2.3	2.4	-3.7	-6.1
O=C(CN1C(=O)C(=O)N(Cc2ccccc2)C1=O)c1ccc[nH]1	-28.2	7.9	4.3	-30.4	17.0	-14.7	-46.7	-10.9	-10.1	16.9	-13.7
CN1CCN(CC(=O)C23CC4CC(CC(C4)C2)C3)CC1	4.7	-2.8	2.9	-16.0	x	3.7	-11.4	3.4	-7.9	6.8	14.6
COc1ccc(Nc2nc(NCCO)nc(N3CCCC3)n2)cc1	-16.0	0.1	-8.7	2.8	13.0	3.2	-4.1	5.1	7.4	-5.3	17.7
Cc1ccc(-c2nnc(COc3cccc(-n4cnnn4)c3)o2)cc1	-21.8	-1.3	-30.4	-10.1	-10.3	-8.6	-5.4	-1.1	7.0	-14.4	4.7
O=C(NCc1ccco1)c1ccc2c(c1)N(Cc1ccc(Cl)cc1)CCS2	25.4	-3.4	-12.7	3.8	-4.6	-8.3	9.8	-8.9	12.3	-3.9	15.1
CC1(C)OC(=O)C2=C(C[C@@H](C3CCCCC3)O[C@@H]2c2ccc(F)cc2)O1	x	-6.4	x	22.9	x	x	9.9	x	-3.2	15.8	2.0
OCCOCCn1c(C2CCCN2c2nc(-c3ccc(F)cc3)cs2)nc2cc(Cl)c(Cl)cc21 (stereo not drawn)	-9.9	-5.8	5.2	13.4	x	5.5	-11.0	-7.2	8.1	18.4	6.5
C/C=C(/C)C(=O)Nc1cccc(C2=NOC3(C2)C[C@@H](C(N)=O)N(C(=O)/C=C/CC)C3)c1 (stereo partly drawn)	-0.6	-2.5	4.6	17.8	1.0	-1.3	-24.4	-1.3	5.4	-19.1	8.1
CN(C)S(=O)(=O)N1CCN(c2ccnc3cc(Cl)ccc23)CC1	6.4	-2.9	-1.0	0.4	-4.3	-28.2	x	15.4	15.9	0.3	x
COc1ccc(CNC(=O)C(OC(=O)c2cccs2)C(C)C)cc1 (stereo not drawn)	23.4	1.0	0.1	-5.8	17.3	1.7	-14.6	3.6	20.9	0.1	-6.6
Cc1cc(C)n(NC(=S)NC2CCCC2)c(=O)c1C#N	10.9	6.0	0.6	3.3	11.3	4.2	3.8	1.2	4.0	-3.7	6.8
Cc1c(Cl)cccc1NC(=S)N1CCN(Cc2ccccc2)CC1	15.3	6.9	9.5	14.1	-0.5	-27.3	-20.4	-5.6	-28.1	-20.4	1.1
COC(=O)c1ccccc1NS(=O)(=O)c1c(C)noc1C	2.2	3.7	5.8	-13.6	-2.2	-13.1	-11.6	4.4	-24.7	-8.1	-9.9
Cc1ccc2c(c1)sc(-c1ccc(N(C)C)cc1)[n+]2C	-55.4	3.2	-6.8	16.2	i	-29.6	-19.7	21.9	26.1	35.3	57.5*
CC(=O)N1CCCc2cc(S(=O)(=O)N3CCCC(C(=O)N4CCN(c5ccccc5)CC4)C3)ccc21 (stereo not drawn)	15.4	-13.4	-10.4	20.4	-7.3	-2.9	12.9	9.5	30.6	16.1	41.1*

Following part.
SMILES	SRC3 inh	NOD2 RIPK2 PPI	TLR9-MyD88 inh	NR5A2 inv ag	Vif imaging	NCOA1 inh	NCOA2 inhibitor	LMP1 NFkB inh	TROY signal inh	TRAIL sens C8	COUP-TFII inh
O=C(CCN1C(=O)c2ccccc2C1=O)NCc1cccc(Cl)c1	-4.3	-0.3	4.2	-6.0	9.7	6.5	7.7	3.4	-24.1	-4.9	-1.2
CCOC(=O)/C(N=Nc1c(C)n(C)n(-c2ccccc2)c1=O)=C(\C)O	3.7	-15.8	-3.5	16.1	-1.7	-36.1	12.7	-4.5	-13.3	-3.3	-3.0
Cc1csc2c(N3CCC(C(=O)O)CC3)ncnc12	16.1	-5.6	5.9	9.9	-8.7	-14.8	6.6	-9.0	-16.0	-9.9	-0.4
CS(=O)(=O)Nc1ccc(S(=O)(=O)N2CCOCC2)cc1	10.5	-19.1	3.9	14.5	11.2	-3.4	-3.8	6.9	6.3	-2.4	2.6
O=C(O)c1ccc(COc2ccccc2/C=C2\NC(=O)N(Cc3ccc(F)cc3)C2=O)cc1	11.4	-4.2	-3.2	8.2	0.0	-16.6	-25.5	2.3	17.2	-9.4	-23.5
COc1cccc(-c2nnc3sc(-c4ccco4)nn23)c1	-41.5	-2.8	3.0	-37.8	4.6	-34.8	-17.9	-15.7	-37.1	-1.6	-7.9
C=CCn1c(SCC(C)=O)nnc1-c1cc(-c2ccccc2)sc1N	-24.6	7.2	-2.0	3.1	-17.2	-30.8	3.1	2.1	-20.5	0.8	-9.9
C/C(Cl)=C\C[N+](C)(C)CC(=O)OCCc1ccccc1	-0.2	-11.4	x	19.7	5.0	-21.1	1.2	x	11.3	-24.4	3.7
CCOC(=O)[C@H]1[C@H]2COc3ccc(Br)cc3[C@H]2N2C(=O)CN(Cc3ccc(C)cc3)C(=O)[C@@]12C	-15.4	0.7	-0.2	-12.2	6.9	-31.1	2.2	-0.7	-13.0	16.4	-8.9
CC(C)CCN1C(=O)c2ccc(C(=O)NCc3ccccn3)cc2C1=O	-3.4	-9.7	9.0	15.0	0.4	-5.7	-19.5	-1.5	3.6	12.6	5.7
Cc1sc(N/N=C/c2cc([N+](=O)[O-])ccc2O)nc1-c1ccccc1	2.1	-10.1	-6.8	-8.5	3.4	-1.4	15.7	-11.6	-9.9	9.8	2.4
CCOC(=O)c1sc(NC(=O)c2ccc(CC)s2)nc1C	-98.6	-12.6	-0.3	-84.6	-2.2	-73.7	-40.8	-46.3	-51.2	25.5	-28.6
Cc1ccc(C2C(C#N)=C(N)Oc3nc(-c4ccccc4)[nH]c32)o1 (stereo not drawn)	7.1	7.9	1.1	5.9	-5.2	6.4	-16.6	4.1	3.3	0.2	2.2
CC1(C(=O)NS(=O)(=O)c2cccc(C#N)c2)CCN1C(=O)C1(c2ccc(Cl)cc2)CC1 (stereo not drawn)	7.3	-1.9	x	13.5	7.9	-11.2	-5.9	x	2.8	1.9	-7.4
COc1cccc(C(=O)C2=NN(C(C)=O)CC2c2ccco2)c1 (stereo not drawn)	23.4	-13.8	-6.9	13.3	-1.5	9.6	-0.6	-8.2	-5.9	4.2	4.3
CCc1nnc(SCC(=O)Nc2ccc(NC(C)=O)cc2)n1-n1cccc1	3.2	-5.5	-11.6	-4.8	5.8	2.1	0.0	-1.4	21.6	-7.3	5.4
CCN(c1ccc(OC)cc1)S(=O)(=O)c1nnc(NC(=O)c2ccccc2Cl)s1	15.6	-32.8	-9.5	11.7	4.6	1.9	x	1.4	0.1	-9.4	x
Cc1ccc(NC(=O)CN2CCN(C)CC2)cc1S(=O)(=O)N1CCOCC1	12.7	-4.2	5.1	1.2	-4.7	-16.4	8.7	-5.2	-11.3	-23.4	15.0
COc1cccc(NC(=O)CN2CCSc3ccccc32)c1	-8.2	-2.3	13.7	7.3	-1.6	-1.9	-18.1	-2.5	-13.4	-7.6	4.7
Cc1ccc(S(=O)(=O)NCC(=O)N2CCCC2C(=O)O)cc1 (stereo not drawn)	14.7	-6.4	-6.5	-6.3	-2.4	3.9	-13.8	x	8.4	-7.2	-38.2
Cc1cc(NC(=O)CCN2CCN(C)CC2)ccc1Br	23.6	0.2	3.4	-21.6	-1.2	2.1	-15.2	1.5	-1.9	-8.0	6.8
CCc1nnc(NC(=O)c2ccc(-c3cccc(C(F)(F)F)c3)o2)s1	15.3	0.0	-7.9	-4.7	2.2	-32.8	-9.5	1.9	-6.1	-19.6	-1.8
CCNc1cc(S(=O)(=O)C(F)(F)F)ccc1N	3.2	-3.4	-12.9	0.8	-11.7	-3.0	10.0	2.8	-11.8	4.3	21.8
COc1ccc(C(=O)Nc2ccc(N3CCN(Cc4ccccc4)CC3)cc2)cc1	-11.8	-3.2	x	6.6	4.5	-19.8	-3.5	-15.5	-19.2	30.3	-21.9
CC(OC(=O)CCN=C1NS(=O)(=O)c2ccccc21)C(=O)NCc1ccccc1 (stereo not drawn)	-5.5	3.3	4.5	20.6	7.0	-7.8	10.0	-14.3	-13.3	6.7	-5.4
Cc1nc2ccc(NS(=O)(=O)c3ccc(Br)cc3)cc2s1	0.6	6.7	4.5	-2.3	-3.9	10.8	6.6	5.1	8.6	0.7	15.8
CC(=O)NC1=NN(C(C)=O)C2(S1)C(=O)N(C(C)=O)c1ccc(C)cc12 (stereo not drawn)	-15.2	-4.1	8.0	-11.7	-6.0	-27.4	-29.7	-7.6	20.3	-38.9	0.1
COc1ccc(CN2CCC2(C)C(=O)NCc2ccc3c(c2)OCO3)c2ccccc12 (stereo not drawn)	6.6	-5.9	x	-3.0	-1.2	-10.9	-19.1	x	33.2	0.6	-14.1
